Screening results from PubChem.
Rpn11 inh: Rpn11 (PSMD14) deubiquitinase inhibitors, primary screen, biochemical, fluorescence polarization, uHTS. human 26S proteasome, Ub4-pepOG fluorescence polarization; 20S core pre-blocked with epoxomicin. calls only at 20 µM. AID 588493, 2011. hit rate 0.59% among 360,000;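 active = inhibition at 20 µM, scaled to each plate's controls, above about 33%, limit read from the data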
Target sequence (O00487 whole entry, looked up): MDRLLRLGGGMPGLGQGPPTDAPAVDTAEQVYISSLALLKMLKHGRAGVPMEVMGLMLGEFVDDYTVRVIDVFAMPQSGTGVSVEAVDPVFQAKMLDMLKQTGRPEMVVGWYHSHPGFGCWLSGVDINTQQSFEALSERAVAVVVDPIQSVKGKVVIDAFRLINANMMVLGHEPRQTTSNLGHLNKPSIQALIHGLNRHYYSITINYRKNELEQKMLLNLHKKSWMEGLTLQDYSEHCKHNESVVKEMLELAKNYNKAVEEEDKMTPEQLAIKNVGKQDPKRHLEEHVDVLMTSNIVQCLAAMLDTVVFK
Neddyl block: inhibitors of cullin neddylation, primary screen, biochemical, TR-FRET, uHTS, NAE and Ubc12. calls only at 25 µM. hit rate 0.58% among 360,000. NEDD8-conjugating enzyme Ubc12 (Homo sapiens) + NEDD8-activating enzyme E1 regulatory …. AID 651699, 2012; in the data active = inhibition above about 36%
MT1-MMP act inh: blockers of MT1-MMP proenzyme processing, primary screen, HT1080 RFP-PRO-GFP cells, GFP/RFP fluorescence; Matrix metalloproteinase-14 (Homo sapiens), P50281; GFP/RFP ratio fluorescence, overnight; percent of plate control window, DMSO zero; GFP/RFP ratio change, % at 20 µM; hit rate 0.061% among 360,000; AID 651647, 2012;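 active = GFP/RFP ratio change of at least 30% with cell ATP level not reduced by more than half and red fluorescence within 50% of control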; note: strong numbers were not always called active
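Material: RFP-PRO-GFP reporter HT1080 cells. Dosing: single-point 20 µM compound, 1% DMSO. Controls: DMSO and RFP-L50D-GFP cell wells. Timing: cells overnight before dosing, compound overnight, 37 °C, 5% CO2. Measure: GFP/RFP fluorescence ratio.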
CSN inh: inhibitors of CSN-mediated cullin deneddylation, primary screen, biochemical, fluorescence polarization, uHTS | AID 651999, 2013 | Purified CSN, SCF-Nedd8-OG deneddylation | inhibition, % at 12.5 µM | hit rate 0.38% among 360,000;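 active = pattern-corrected inhibition above about 35%, with an unprinted fluorescence ratio check between 0.5 and 1.5, limit read from the data, passing the limit was not always enough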;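 note: 0% = enzyme with substrate and 100% = substrate without enzyme; some results filed as inactive read as strong as hits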
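test system = HEK293T-derived human Csn5 enzyme | amount = 0.24 nM Csn5 enzyme, final concentration | medium = Tris/NaCl/DTT buffer, pH 7.5 | schedule = 90 min reaction at room temperature | signal = FP | evaluation = inhibition of Csn5 cleavage, % | compound dosing = single dose of 12.5 µM compound with 0.25% DMSO | probe or stimulus = 10 nM SCFSkp2-Nedd8OG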
NadD inh: inhibitors of S. aureus NadD, primary screen, biochemical, colorimetric, uHTS; AID 602399, 2012; purified NadD enzyme, colorimetric absorbance read-out; hit rate 0.78% among 360,000; inhibition, % at 20 µM; Nicotinate-nucleotide adenylyltransferase NadD (Staphylococcus aureus N315); in the data active = inhibition above about 26%; note: some compounds past the cut are filed as inactive
Rin1 Abl inh: inhibitors of Rin1-Abl protein binding, primary screen, biochemical, TR-FRET | inhibition, % at 7.35 µM | hit rate 0.4% among 360,000 | Tyrosine-protein kinase ABL1 (Homo sapiens) + Ras and Rab interactor 1 (Homo sapiens), …; in the data active = inhibition above about 5%, passing the limit was not always enough
SKN-1 block: suppressors of acrylamide-induced Pgst-4::GFP reporter in worms, primary screen, SKN-1 inhibitor project, whole organism, uHTS, GFP/RFP fluorescence ratio, strain VP596; C. elegans VP596 Pgst-4::GFP/RFP ratio, 24 h; inhibition, % at 21.8 µM; hit rate 0.49% among 360,000; AID 624304, 2012;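 active = interference check ratio from 0.5 to 1.5 plus GFP to RFP signal ratio inhibition reaching or exceeding a fixed threshold, cut at about 30% in these data, passing the limit was not always enough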; note: some compounds called inactive have numbers as strong as hits
FAS TE block: FAS thioesterase domain inhibitors, primary screen, biochemical, fluorescence intensity, uHTS. recombinant FAS-TE, OMFH fluorogenic substrate, fluorescence endpoint. inhibition, % at 15 µM. hit rate 0.67% among 360,000;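 active = compounds whose normalised, plate-corrected inhibition of enzyme fluorescence in the single-dose primary screen is 50% or more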;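 note: 0% = DMSO with enzyme and 100% = substrate without enzyme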
PABP1 MLLE inh: inhibitors of PABP1 MLLE–PAM2 peptide binding, primary screen, biochemical, fluorescence polarization, FITC-PAM2, GST-MLLE | Polyadenylate-binding protein 1 (Homo sapiens), P11940 | inhibition, % at 20 µM | hit rate 0.36% among 360,000 | AID 588489, 2011; in the data active = inhibition above about 35%, passing the limit was not always enough;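 note: plate controls were DMSO wells with GST-MLLE for no effect and wells lacking GST-MLLE protein for full effect; some results filed as inactive read as strong as hits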
Target sequence (P11940 whole entry, looked up): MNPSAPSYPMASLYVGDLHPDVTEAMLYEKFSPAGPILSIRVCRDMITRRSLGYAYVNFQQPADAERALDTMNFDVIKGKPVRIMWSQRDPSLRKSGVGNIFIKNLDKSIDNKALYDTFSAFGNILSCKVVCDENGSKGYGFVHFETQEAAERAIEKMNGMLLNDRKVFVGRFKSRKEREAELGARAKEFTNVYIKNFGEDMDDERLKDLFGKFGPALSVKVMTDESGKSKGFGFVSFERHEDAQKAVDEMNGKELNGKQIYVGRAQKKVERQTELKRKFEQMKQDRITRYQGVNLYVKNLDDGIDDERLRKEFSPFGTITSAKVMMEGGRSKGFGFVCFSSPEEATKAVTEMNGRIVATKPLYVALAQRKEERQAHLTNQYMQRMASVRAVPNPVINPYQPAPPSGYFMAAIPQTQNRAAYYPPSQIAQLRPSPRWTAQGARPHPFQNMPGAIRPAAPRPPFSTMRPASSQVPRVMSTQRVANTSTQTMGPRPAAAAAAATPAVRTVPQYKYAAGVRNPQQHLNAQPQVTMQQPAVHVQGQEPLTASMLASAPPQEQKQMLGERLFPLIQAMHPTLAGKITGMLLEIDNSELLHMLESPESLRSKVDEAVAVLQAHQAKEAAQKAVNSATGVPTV
Active calls of the source: *; i = inactive; · = not tested or not shown.

SMILES	Rpn11 inh	Neddyl block	MT1-MMP act inh	CSN inh	NadD inh	Rin1 Abl inh	SKN-1 block	FAS TE block	PABP1 MLLE inh
C=CC[n+]1c(C)csc1Nc1ccc(C(=O)O)cc1	i	i	-3	-5	-4	3	-1	-8	-4
COc1cccc(CN(C)CCCn2cnc3c(SC)ncnc32)c1	i	i	4	1	-1	1	3	-7	-1
COc1ccc(CN(C(=O)c2cnccn2)C(C(=O)Nc2ccc(F)cc2)c2ccccc2)cc1 (stereo unspecified)	i	i	3	-1	-2	-4	8	8	-8
COc1ccc(S(=O)(=O)N2CCCC(C(=O)NCC3CCCO3)C2)cc1Cl (stereo unspecified)	i	i	2	-2	-1	0	-3	-4	3
COc1ccc(-c2nonc2NC(=O)c2oc3ccccc3c2C)cc1OC	i	i	-5	0	0	2	-2	17	6
CC1CN(C(=O)c2cc(F)c(F)cc2Cl)CC(C)O1 (stereo unspecified)	i	i	5	8	1	5	3	-10	10
O=C(NCC1CCCO1)C(c1ccco1)N(Cc1ccc(F)cc1)C(=O)CN1C(=O)c2ccccc2S1(=O)=O (stereo unspecified)	i	i	-4	-6	-7	1	-2	1	5
O=C(NNC(=O)c1cccc(S(=O)(=O)N2CCN(c3ccccc3)CC2)c1)c1ccc(Cl)cc1	i	i	1	-3	4	-2	14	0	1
COc1ccc(CC(=O)N2CCN=C2SC)cc1	i	i	-2	-2	9	2	-4	1	-12
CNC(=O)C(Sc1ccccc1)c1ccccc1 (stereo unspecified)	i	i	-3	0	0	2	29	-2	3
COc1ccccc1/C=N/Nc1nc(C)c(C(C)=O)s1	i	i	-7	5	1	-2	4	-7	-11
CCOC(=O)c1cnn(-c2ccccc2)c1-n1cccc1C(=O)C(=O)N(C)C	i	i	-6	-2	-6	1	-1	-4	-10
COc1ccc(C2=Nc3ccccc3N(C(=O)c3ccc4ncccc4c3)C2C(=O)NC(C)(C)C)cc1 (stereo unspecified)	·	i	-1	2	·	·	12	·	·
Cc1c(C)n(Cc2ccc(Cl)cc2)c2ccc(C(=O)NCCCN3CCOCC3)cc12	i	i	-1	-3	-13	0	-12	3	19
CCOC(=O)COc1cccc2c(=O)n(CC(=O)N3CCC(C)CC3)ccc12	i	i	5	-7	1	2	3	-2	-3
CCn1c(SCC(=O)Nc2ccc(N3CCOCC3)cc2)nnc1-c1ccco1	i	i	1	0	-1	0	6	-5	-3
CCOC(=O)CN1C(=O)c2ccccc2C1=O	i	i	1	4	-4	-3	17	-8	5
O=C(CSc1ccccn1)Nc1ccc(Br)cn1	i	i	0	1	-5	3	-10	-1	8
COc1cc(CC(=O)Nc2nccs2)cc(OC)c1OC	i	i	-1	5	-1	-6	-5	-10	-6
CCCCC(=O)N1CCN(c2nc3ccc(Cl)cc3s2)CC1	i	i	-3	2	-2	-1	-3	6	-12
CC(C)CCn1cnc2c(cnn2-c2ccc(Cl)cc2)c1=O	i	i	-1	-2	-5	3	-24	-2	-6
O=S(=O)(Nc1cccc(-c2ccc(N3CCCCCC3)nn2)c1)c1cccc(F)c1	i	i	1	3	31*	-3	-2	61*	-3
COc1ccc(CCNC(=O)Cn2nc([N+](=O)[O-])c(Br)c2C)cc1OC	i	i	-1	0	0	-4	11	5	13
CN(C)S(=O)(=O)N1CCN(CC(O)COc2ccc(C(=O)c3ccccc3)cc2)CC1 (stereo unspecified)	i	i	3	-2	0	3	-2	-7	-12
COCCCn1c(=S)[nH]c2c(sc3ccccc32)c1=O	i	i	1	-5	-3	-9	-4	-2	3
CC(Oc1ccc(Br)cc1)C(=O)Nc1ccc(N2CCOCC2)cc1N1CCOCC1 (stereo unspecified)	i	i	-6	-5	1	-3	-23	8	-6
O=C(Cc1ccccc1)NCCn1ccc2ccccc21	i	i	-7	1	5	-2	14	-5	18
COc1ccc(C)cc1N(CC(=O)N/N=C/c1ccc2c(c1)OCO2)S(C)(=O)=O	i	i	-3	-1	2	-1	2	-3	-5
Cc1cc(O)c(C(C)C)cc1NC(=O)c1ccccc1Cl	i	i	6	-4	-3	1	11	-4	6
CN(CCC#N)C(=O)COC(=O)c1ccc2c(c1)C(=O)N(C1CCCCC1)C2=O	i	i	-1	2	-3	0	6	3	-20
COc1ccccc1CNC(=O)CC1C(=O)NCCN1C1Cc2ccccc2C1 (stereo unspecified)	i	i	-5	-2	2	-2	20	-3	-2
Cc1cc(-c2ccccc2)c2c3c(cn2n1)c(=O)n(C)c(=O)n3C	i	i	-2	-5	0	-6	15	3	-2
C[n+]1cccc(C(=O)N/N=C/c2ccc3c(c2)OCO3)c1	i	i	1	-3	12	0	-7	-2	-138
O=[N+]([O-])c1cccc(/C=N/NC2=NS(=O)(=O)c3ccccc32)c1	i	i	2	0	20	7	-5	-1	5
CCOC1=C2CN(S(=O)(=O)c3ccc(C)cc3)[C@H](c3ccc(CC)cc3)C[C@@H]2N(S(=O)(=O)c2ccc(C)cc2)[C@H](c2ccccc2)C1	i	i	5	-1	5	0	16	18	-8
COc1c(C(=O)Nc2ccc(Cc3ccncc3)cc2)ccc2ccccc12	i	i	3	-3	7	0	0	17	-2
COc1cccc(-c2ccc(NC(=O)C3CCCN(Cc4cnn(C(C)C)c4)C3)cc2)c1 (stereo unspecified)	i	i	3	-6	-9	-2	15	2	0
CC(C)n1c(SCC(=O)Nc2nncs2)nnc1C1CC1	i	i	-1	-3	-2	2	-15	-4	8
CCOC(=O)N1C2C=C(C)[C@@H]2[C@@H]2CC(=O)N21 (stereo partly specified)	i	i	4	-6	-4	-3	4	-13	-8
CNc1nnc(-c2ccco2)s1	i	i	0	1	4	-3	-5	-6	-18
CCOC(=O)c1c(C)[nH]c(C(=O)Cn2nnc(-c3ccccc3)n2)c1C	i	i	-4	-4	1	-1	23	-9	-2
CCOc1ccc(Br)cc1C1=NN(C(C)=O)C(c2ccc([N+](=O)[O-])s2)O1 (stereo unspecified)	i	i	-1	10	-7	2	11	0	-13
COCCN(C(=O)COC(=O)/C=C/c1ccc(SC)cc1)c1c(N)n(Cc2ccccc2)c(=O)[nH]c1=O	i	·	-3	1	5	3	-15	-9	-17
CCN1C(=O)N[C@H](c2ccccc2)C(C(C)=O)=C1C	i	i	-3	-5	-7	1	5	-2	2
Cc1ccc2[nH]c(CNC(=O)c3ccccc3F)cc2c1	i	i	3	4	-6	0	10	5	-6
CCCN(CC(=O)Nc1ccccc1OC)C(=O)c1cc(-c2ccccc2)nn1-c1ccccc1	i	i	-7	3	6	-1	13	32	-23
O=C(Nc1nnc([C@@H]2C[C@H](O)[C@@H](CO)O2)s1)Nc1cccc(Cl)c1Cl	i	i	1	2	1	4	8	-5	-14
CC(C)C(=O)Nc1cc(S(=O)(=O)N2CCOCC2)ccc1N1CCCCC1	i	i	-1	-1	1	0	0	-2	14
Fc1cnc(Cl)nc1NC1CCCCC1	i	i	-3	3	2	-3	-2	-4	-1
Cc1cccc(-c2noc(CN(C(=O)C(c3ccccc3)c3ccccc3)C(C)C)n2)c1	i	i	-34	5	-5	-1	11	34	2
Cc1ccnc(NC(=O)COc2c(C)cc(C)cc2[N+](=O)[O-])c1	i	i	1	-8	-4	-1	8	-3	-2
O=C(N/C=C\c1ccccc1)NCc1ccc(Cl)cc1	i	i	2	-1	4	2	-26	-3	-7
COc1cc(C(=O)Nc2nnc(CC(=O)NCc3ccccc3)s2)cc(OC)c1OC	i	i	6	5	-3	-1	9	-5	-1
COc1ccccc1NS(=O)(=O)c1ccc(-c2cnc(C3CC3)o2)cc1	i	i	-2	-2	-7	-3	12	12	-10
O=C(NC(=S)Nc1ccccc1N1CCCC1)c1cccc(F)c1	i	i	6	0	1	-6	-5	16	24
O=C(NCC(c1ccco1)N1CCCC1)c1cn(Cc2ccccc2)nc1-c1ccccc1 (stereo unspecified)	i	i	2	1	3	3	-2	-1	-2
Cn1c(SCCOc2ccc(F)cc2)nnc1-c1ccncc1	i	i	1	1	-3	-5	-14	-4	-8

Molecules from the list above containing a Cl atom, in the order listed:
SMILES	Rpn11 inh	Neddyl block	MT1-MMP act inh	CSN inh	NadD inh	Rin1 Abl inh	SKN-1 block	FAS TE block	PABP1 MLLE inh
COc1ccc(S(=O)(=O)N2CCCC(C(=O)NCC3CCCO3)C2)cc1Cl (stereo unspecified)	i	i	2	-2	-1	0	-3	-4	3
CC1CN(C(=O)c2cc(F)c(F)cc2Cl)CC(C)O1 (stereo unspecified)	i	i	5	8	1	5	3	-10	10
O=C(NNC(=O)c1cccc(S(=O)(=O)N2CCN(c3ccccc3)CC2)c1)c1ccc(Cl)cc1	i	i	1	-3	4	-2	14	0	1
Cc1c(C)n(Cc2ccc(Cl)cc2)c2ccc(C(=O)NCCCN3CCOCC3)cc12	i	i	-1	-3	-13	0	-12	3	19
CCCCC(=O)N1CCN(c2nc3ccc(Cl)cc3s2)CC1	i	i	-3	2	-2	-1	-3	6	-12
CC(C)CCn1cnc2c(cnn2-c2ccc(Cl)cc2)c1=O	i	i	-1	-2	-5	3	-24	-2	-6
Cc1cc(O)c(C(C)C)cc1NC(=O)c1ccccc1Cl	i	i	6	-4	-3	1	11	-4	6
O=C(Nc1nnc([C@@H]2C[C@H](O)[C@@H](CO)O2)s1)Nc1cccc(Cl)c1Cl	i	i	1	2	1	4	8	-5	-14
Fc1cnc(Cl)nc1NC1CCCCC1	i	i	-3	3	2	-3	-2	-4	-1
O=C(N/C=C\c1ccccc1)NCc1ccc(Cl)cc1	i	i	2	-1	4	2	-26	-3	-7
